# Bioassay records deposited in PubChem by National Center for Advancing Translational Sciences (NCATS).
# 12-LOX inh – inhibitors of human 12S-lipoxygenase ALOX12; P18054; purified 12hLO, xylenol orange hydroperoxide absorbance; Potency, µM (top dose mostly 108 µM), for inactives: at the top dose activity change, negative = inhibition, actives largely listed as inhibitors; 580,000 compounds, 1.1% hits; also: % is scaled to controls: 0 for no effect and ±100 for the full control effect
#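 Purified human 12hLO at 150 nM in 25 mM Hepes, 0.01% Triton X-100, pH 7.0, preincubated 15 min at room temperature with compound. Reaction started with 40 uM arachidonic acid, 30 min at room temperature. Hydroperoxide measured by Fe-xylenol orange, 573/405 nm absorbance ratio.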
# RGS4 inhibitor – inhibitors of human regulator of G protein signaling 4. Potency, µM (top dose mostly 114 µM), for the others: at the highest dose activity change, negative = inhibition, usual class: inhibitors. Transcreener GDP fluorescence polarization, RGS4-accelerated GTP hydrolysis. 390,000 compounds, 0.039% hits; also: % is scaled to controls: 0 for no effect and ±100 for the full control effect; nearly all actives have a fitted effect of over 75% in size; some results filed as inactive show a strong effect at the top dose
#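 MLSMR compounds (23 nl, pin-transferred) preincubated 10 min at room temperature with a 500nM (2x) first reagent, then RGS4 at 900nM (2x) plus Transcreener GDP mix added; fluorescence polarization (620/688 nm) read before and after 90 min at 30 °C.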
# HP1b binding inh – inhibitors of HP1-beta chromodomain binding to methylated histone tails | AlphaScreen HP1-beta / biotin-H3K9me3 peptide binding | Potency, µM (highest dose often 114 µM), inactives show top-dose activity change, negative = inhibition, actives largely listed as inhibitors | 390,000 compounds, 0.56% hits; also: nearly all actives have a fitted effect of over 70% in size; inactives centre near 23
#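 Compound inhibition of the preformed complex between 50 nM HP1-beta and 50 nM biotinylated H3K9me3 peptide was read by AlphaScreen. Buffer was PBS pH 7.4 with 0.01% Tween-20. Incubations ran 30 min at room temperature, with 10 ug/mL donor/acceptor beads.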
# JMJD2A Tudor inh – blocks the human JMJD2A Tudor domain; AlphaScreen JMJD2A-Tudor / H3K4me3 peptide binding; 390,000 compounds, 4.4% hits; Potency, µM (titrated, usually from 114 µM), for the others: at the top dose activity change, negative = inhibition, actives largely listed as inhibitors; also: % is scaled to controls: 0 for no effect and ±100 for the full control effect; nearly all actives have a fitted effect of over 50% in size
# PGK inhibitor – blocks T. brucei phosphoglycerate kinase | PGK/GAPDH coupled, Kinase-Glo luminescence, 60 min | AID 602233 | Potency, µM (doses to about 57.5 µM), inactives show at the highest dose activity change, negative = inhibition, actives largely listed as inhibitors | 380,000 compounds, 0.043% hits | P07378; also: % is scaled to controls: 0 for no effect and ±100 for the full control effect; nearly all actives have a fitted effect of over 60% in size
# Target sequence (P07378 whole entry, looked up): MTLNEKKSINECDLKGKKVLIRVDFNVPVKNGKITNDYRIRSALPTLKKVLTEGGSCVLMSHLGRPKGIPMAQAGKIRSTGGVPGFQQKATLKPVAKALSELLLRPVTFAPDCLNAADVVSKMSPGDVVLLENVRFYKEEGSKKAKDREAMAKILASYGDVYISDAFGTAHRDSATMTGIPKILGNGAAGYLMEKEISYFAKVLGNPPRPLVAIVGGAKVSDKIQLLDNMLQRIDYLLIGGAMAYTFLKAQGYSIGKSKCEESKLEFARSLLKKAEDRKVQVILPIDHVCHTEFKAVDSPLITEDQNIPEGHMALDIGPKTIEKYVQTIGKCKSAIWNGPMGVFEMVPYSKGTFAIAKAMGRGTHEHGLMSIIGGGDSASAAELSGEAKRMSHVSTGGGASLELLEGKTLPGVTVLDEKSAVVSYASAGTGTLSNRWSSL
#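 Recombinant glycosomal PGK reaction used 1,3-bisphosphoglycerate generated in-well by GAPDH (100nM final) in 100mM TEA pH 7.6, 5mM MgCl2, 0.01% Tween-20. After 60 minutes at room temperature, ATP was read by Kinase-Glo Plus luminescence end-point.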
# rTrxR1 inhibitor – inhibitors of rat thioredoxin reductase 1. Potency, µM (titrated, usually from 114 µM), for inactives: at the top dose activity change, negative = inhibition, usual class: inhibitors. recombinant rTrxR1, NADPH fluorescence consumption, selenite substrate. AID 588453. 390,000 compounds, 1% hits. O89049; also: % is scaled to controls: 0 for no effect and ±100 for the full control effect; nearly all actives have a fitted effect of over 65% in size
# Target sequence (O89049 whole entry, looked up): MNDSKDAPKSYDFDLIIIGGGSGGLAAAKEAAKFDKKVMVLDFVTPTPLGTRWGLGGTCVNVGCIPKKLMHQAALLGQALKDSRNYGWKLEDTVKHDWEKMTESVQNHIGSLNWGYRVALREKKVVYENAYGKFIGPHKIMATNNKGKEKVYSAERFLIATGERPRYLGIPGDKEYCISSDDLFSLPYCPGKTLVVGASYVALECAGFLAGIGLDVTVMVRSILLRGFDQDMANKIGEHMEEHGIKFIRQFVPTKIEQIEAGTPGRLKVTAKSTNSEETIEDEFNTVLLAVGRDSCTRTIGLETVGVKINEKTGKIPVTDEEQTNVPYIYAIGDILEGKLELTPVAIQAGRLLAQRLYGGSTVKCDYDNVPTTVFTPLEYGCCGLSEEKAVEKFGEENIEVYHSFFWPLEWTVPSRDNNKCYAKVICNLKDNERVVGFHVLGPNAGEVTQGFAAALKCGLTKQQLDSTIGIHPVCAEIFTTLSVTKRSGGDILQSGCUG
#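 Rat TrxR1 (90 nM in the dispensed reagent) was pre-reduced with 400 uM NADPH for 5 min at room temperature, then incubated with compound for 15 min. After 400 uM selenite was added, NADPH fluorescence (Ex 340/Em 450 nm) was followed for 8 min.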
# GLS inhibitor – blocks human kidney-isoform glutaminase activity | O94925 | GLS enzymatic activity, qHTS titration | Potency, µM (highest dose often 45.5 µM), without a hit: at the highest dose activity change, negative = inhibition, usual class: inhibitors | 410,000 compounds, 0.21% hits; also: % is scaled to controls: 0 for no effect and ±100 for the full control effect
#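 Compounds were pin-transferred onto hKGA, after which L-glutamine (1 mM solution) and a detection mix of glutamate oxidase, HRP and Amplex Red were added. Initial and 30 min RT fluorescence reads were collected.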
# ERG Ets-DNA blk – inhibitors of human ERG Ets domain-DNA interaction; P11308; fluorescence polarization, His-ERG Ets domain / labelled DNA; Potency, µM (top dose mostly 76.9 µM), inactives show at the top dose FP activity, negative = inhibition, actives largely listed as inhibitors; 370,000 compounds, 0.028% hits; AID 624246; active = well fitted inhibition curve with a large enough effect in the polarisation, with a control signal flat; inconclusive = small, poorly fitted or top-dose-only effect, or effect the other way, or a change in a side signal; inactive = no such curve, though single readings can be large or run the other way; the % refers to the polarisation;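 also: polarization taken with two DNA probes labelled with fluorescein and Texas red; % of control where 0% means no effect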
#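 His-tagged ERG Ets domain (1 uM in the protein solution; 300mM KCl, 50mM Tris-HCl, 1mM EDTA, 1mM DTT, pH 7.5) received compound, then a probe mix of 5 nM fluorescein-DNA and 100nM Texas-615-DNA. Fluorescence polarization was read for both dyes.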
# Pin1 inh – human Pin1 inhibition. 390,000 compounds, 0.009% hits. Pin1 FP peptide displacement, HiFluor488, 10 min. Potency, µM (titrated, usually from 115 µM), without a hit: at the highest dose activity, negative = inhibition, usual class: inhibitors. Q13526; active = well fitted inhibition curve with a large enough effect in the polarisation, with a control signal flat, not every such curve was filed as active; inconclusive = small, poorly fitted or top-dose-only effect, or effect the other way, or a change in a side signal; inactive = no such curve, though single readings can be large or run the other way; the % refers to the polarisation; also: % is scaled to controls: 0 for no effect and ±100 for the full control effect
# Target sequence (Q13526 whole entry, looked up): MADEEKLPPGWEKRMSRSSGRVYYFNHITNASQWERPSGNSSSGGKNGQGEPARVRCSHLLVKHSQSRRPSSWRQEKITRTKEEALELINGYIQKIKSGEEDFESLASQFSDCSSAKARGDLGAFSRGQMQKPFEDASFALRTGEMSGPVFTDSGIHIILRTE
# Starred values were filed as active, the others as inactive; i = inactive; ? = inconclusive; · = no result given; & = joins results of further samples; [ ] = dose if it differs, or a comment. Unless noted, calls follow the shape of the dose curve; as a rule, active = well fitted curve in the direction sought with a large enough effect; inconclusive = small, poorly fitted or top-dose-only effect, or another doubt; inactive = no such curve, though single readings can be large; an effect the other way counts as inactive or inconclusive. Potency is read from the fitted curve at half-maximal effect. Not all compounds are listed; count on the stated rates, not on these rows.
SMILES,12-LOX inh,RGS4 inhibitor,HP1b binding inh,JMJD2A Tudor inh,PGK inhibitor,rTrxR1 inhibitor,GLS inhibitor,ERG Ets-DNA blk,Pin1 inh
CCOc1ccc(CCNC(=O)COC(=O)c2sccc2C)cc1OCC,0.0%,-9.3%,20.3%,-6.2%,-1.2%,-3.2%,-3.9%,-8.9%,-5.2%
CCCCC(CC)CNC(=O)c1ccc2c(=O)n(CCOC)c(=O)[nH]c2c1 (stereo unspecified),1.9%,31.5%,30.8%,-8.5%,-8.8%,14.8%,1.3%,-0.5%,7.2%
COc1ccc(-c2[nH]ncc2CN(C)CCc2c(C)n[nH]c2C)c(F)c1,-6.6%,8.9%,1.4%,-15.3%,1.0%,4.4%[57.1 µM],8.2%,2.4%,-11.4%
CCN(CC(=O)Nc1ccccc1C(F)(F)F)C(=O)CN1C(=O)NC2(CCCC2)C1=O,-24.7%,8.8%,3.4%,-10.5%,-6.2%,-0.6%[57.1 µM],-0.4%,-3.7%,2.7%
CN(CC(=O)Nc1c(Cl)cccc1Cl)C(=O)CNC(=O)c1ccco1,20.8%&50.3%,-2.5%,28.7%,-6.2%,18.9%,-1.1%,16.7%,·,-7.1%
CCOC(=O)N1CCN(C(=O)c2cc3cc(Br)ccc3oc2=O)CC1,12.5%[57.4 µM],-5.0%,56.0%[activator],2.8%,-0.4%,12.1%[57.1 µM],3.2%,13.1%,-3.5%
COc1cc(NC(=O)Cc2ccccc2)ccc1NC(=O)Cc1ccccc1,13.7%,19.9%,20.8%,-0.6%,3.5%,25.2%,1.0%,0.3%,3.1%
COCCN=c1scc(-c2cccs2)n1/N=C(\C)c1ccco1,-9.6%,-15.3%,?,50.1µM*,1.2%,?,6.0%,21.2%,20.8%
CCN(CC)S(=O)(=O)c1cc(OC)c(Cl)cc1Cl,18.4%,-7.8%,52.8%,25.0%,28.4%,5.9%,-0.5%,-2.7%,5.9%
COc1ccc(NS(=O)(=O)c2cccc(C(=O)NNC(=O)c3ccc(Br)o3)c2)cc1,-11.0%,-0.5%,42.4%[activator],-4.3%,-3.3%,0.9%[57.1 µM],18.8%,-4.5%,-6.6%
N#Cc1c(F)cccc1N1CCOCC1,-0.2%,4.8%,29.0%,2.4%,-6.2%,-4.1%,-2.3%,-19.2%,-10.5%
NS(=O)(=O)c1ccc(CCNC(=O)CN2CCCCCC2)cc1,?,6.2%,36.3%,-9.4%,3.8%,1.0%[57.1 µM],20.0%,7.4%,-6.8%
COC(=O)CCCNC(=O)c1ccc(OS(=O)(=O)c2cc([N+](=O)[O-])ccc2C)cc1,?,4.9%,4.2%,-32.1%,-2.0%,3.5%[57.1 µM],-5.4%,15.1%,0.5%
CCc1ccc(N2CC(C(=O)NC3CCCCC3C)CC2=O)cc1 (stereo unspecified),18.9%,-36.8%,25.0%,-10.2%,i,0.1%[57.1 µM],-8.9%,-1.9%,-2.4%
COc1cccc(CNc2ncnc3c2nnn3C)c1,-4.0%,8.0%,23.9%,-16.6%,i,8.7%[57.1 µM],8.8%,-0.1%,0.3%
CCOC(=O)c1c(C)[nH]c(C)c1S(=O)(=O)N(C)Cc1ccco1,-15.9%,-16.4%[56.9 µM],33.4%[activator],-27.7%,-6.1%,-14.5%,1.4%,0.4%,-1.4%
C[C@@H]1C[C@@H]2OC(=O)[C@]3(C)[C@H]2[C@@H](OC3(C)O)[C@]2(C)C(=O)C=C[C@H]12 (stereo partly specified),2.9%,-1.1%,13.0%,-9.7%,-3.2%,18.3%,0.9%,4.1%,0.0%
Cc1c(C(=O)O)cccc1-c1ccc(C=O)o1,-18.8%,4.1%,5.1%,-30.7%,-11.4%,-15.5%,-16.6%,-2.5%,-4.8%
CCN(CCCNC(=O)c1ccc(Sc2ccc(F)cc2)c(NC(C)=O)c1)c1ccccc1,-11.8%,15.9%,-3.2%,56.2µM*,i,-7.9%[57.1 µM],15.0%,1.3%,-0.9%
CC1CCC2C(=O)N(c3ccc(NC4CCN(Cc5ccccc5)CC4)c([N+](=O)[O-])c3)C(=O)C2C1 (stereo unspecified),-10.7%,-21.0%,?,31.6µM*,-8.1%,22.5%,-2.3%,20.7%,27.5%
Cn1nnnc1SCC(=O)c1c(N)n(C2CC2)c(=O)[nH]c1=O,2.5%,-10.0%,51.0%[activator],-6.4%,-1.2%,-4.9%,-9.2%,1.2%,-8.0%
O=S(=O)(c1ccc(C2CCCCC2)cc1)N1CCN(c2ncccn2)CC1,-9.0%,4.8%,21.3%,-14.1%,·,6.3%[57.1 µM],1.3%,·,-3.9%
Cc1ccccc1S(=O)(=O)Cc1ccc(C(=O)NC2CCCC2)o1,-4.6%,15.1%[11.4 µM],66.9%[activator],-7.6%,-0.7%,-16.4%,-4.5%,4.9%,-2.1%
COC(=O)c1nc(NC(=O)c2ccc(Br)cc2)n[nH]1,?,9.8%,64.1%[activator],-4.1%,-3.4%,?,13.7%,-1.1%,0.7%
CC1(C)NC(=S)NC1=S,5.4%,13.2%,24.0%,-12.3%,1.5%,-13.3%[57.1 µM],6.7%,1.5%,2.8%

# Profiles, looked up by structure. Values in the order: 12-LOX inh, RGS4 inhibitor, HP1b binding inh, JMJD2A Tudor inh, PGK inhibitor, rTrxR1 inhibitor, GLS inhibitor, ERG Ets-DNA blk, Pin1 inh
# `CN(CC(=O)Nc1c(Cl)cccc1Cl)C(=O)CNC(=O)c1ccco1` in the list: 20.8%&50.3%, -2.5%, 28.7%, -6.2%, 18.9%, -1.1%, 16.7%, ·, -7.1%
# `CCCCC(CC)CNC(=O)c1ccc2c(=O)n(CCOC)c(=O)[nH]c2c1` (stereo unspecified) in the list: 1.9%, 31.5%, 30.8%, -8.5%, -8.8%, 14.8%, 1.3%, -0.5%, 7.2%
# `COC(=O)c1nc(NC(=O)c2ccc(Br)cc2)n[nH]1` in the list: ?, 9.8%, 64.1%[activator], -4.1%, -3.4%, ?, 13.7%, -1.1%, 0.7%
# `COCCN=c1scc(-c2cccs2)n1/N=C(\C)c1ccco1` in the list: -9.6%, -15.3%, ?, 50.1µM*, 1.2%, ?, 6.0%, 21.2%, 20.8%
# `N#Cc1c(F)cccc1N1CCOCC1` in the list: -0.2%, 4.8%, 29.0%, 2.4%, -6.2%, -4.1%, -2.3%, -19.2%, -10.5%

# Continuation:
SMILES,12-LOX inh,RGS4 inhibitor,HP1b binding inh,JMJD2A Tudor inh,PGK inhibitor,rTrxR1 inhibitor,GLS inhibitor,ERG Ets-DNA blk,Pin1 inh
Cc1ccc(NC(=O)C2CCN(c3cc(C)nc4c(-c5ccc(Cl)cc5)c(C)nn34)CC2)c(C)c1,-14.9%,-4.7%,37.5%,0.3%,i,12.2%,-3.2%,2.2%,-4.1%
C/C(N)=C(/C#N)C(=O)CSc1nnc(Nc2ccccc2)s1,9.1%,18.3%,24.7%,-11.2%,-4.7%,7.2%,21.4%,-5.3%,0.7%
COc1ccc(-c2cc(-c3ccccc3)nc3ncnn23)cc1,8.8%[57.4 µM],-3.4%,61.5%[activator],4.9%,8.1%,122.7%,-1.3%,5.1%,2.9%
COc1ccccc1NC(=O)Nc1nnc(C(C)C)s1,-16.0%,-20.1%,35.7%,-13.8%[57.1 µM],i,-9.4%,0.8%,6.5%,-4.0%
Nc1ccc(CCNc2ncnc3c2ncn3[C@@H]2O[C@H](CO)[C@@H](O)[C@H]2O)cc1,-3.3%,5.2%,21.5%,-15.1%,2.9%,-4.1%,30.9%,8.3%,1.3%
COc1cc(C(=O)NCC2(c3ccccc3)CCCC2)ccc1OC(C)C,0.0%,6.7%,44.0%[activator],5.3%,-1.5%,9.3%,-0.1%,-15.6%,-10.4%
COc1ccc(C)cc1N(C(=O)COc1ccccc1)c1nc2ccccc2s1,5.9%,21.5%,5.4%,-20.9%,0.2%,-0.6%,8.8%,2.7%,?
COc1ccc(CN2C(=O)c3ccccc3C(/C=N/OCc3ccc(Cl)cc3)C2=O)cc1 (stereo unspecified),-2.4%,-26.9%,2.5%,?,-3.2%,18.1%[57.1 µM],12.7%,2.4%,52.8%[activator]
CC1(C)CC(=O)C2=C(C1)N(N1CCOCC1)C(N)=C(C#N)C2c1cccs1 (stereo unspecified),0.3%,-26.2%,5.9%,?,-2.2%,-9.0%,-7.6%,2.7%,-5.8%
O=c1[nH]cnc2c1sc1nc(C(F)F)cc(-c3ccccc3)c12,13.0%,-30.9%,30.1%,-0.7%,0.3%,-12.5%,8.0%,-4.2%,-1.5%
Cc1ccc(S(=O)(=O)N2CC(C)N(C(=O)N3CCOCC3)C2C)cc1 (stereo unspecified),-8.4%,-9.6%,42.3%[activator],1.4%,-10.2%,9.2%,-12.6%,-8.0%,3.4%
Cc1ccc(C(=O)Nc2ccc(Nc3ccccc3)cc2)cc1C,0.3%,-1.5%,?,?,-3.2%,-3.3%,-2.2%,0.8%,0.9%
COc1ccc(/C(=N/Nc2ncnc3ccccc23)C(=O)O)cc1,-26.3%,-9.8%,9.8%,?,-1.4%,-29.1%,15.5%,-4.5%,23.1%
CC(C)CCN(C(=O)c1ccc(N2CCCC2=O)cc1)c1c(N)n(Cc2ccccc2)c(=O)[nH]c1=O,7.2%,-21.8%,31.9%,-6.8%,-6.2%,0.1%,-8.6%,-1.3%,1.7%
